POLH inh = blocks human DNA polymerase eta activity; Q9Y253; recombinant Pol eta, fluorescent DNA replication assay; Potency, µM (doses to about 114 µM), without a hit: at the top dose activity change, negative = inhibition, hits mostly inhibitors; actives 1.2% (n = 390,000); AID 588591; further: on the % scale 0 is the no-effect control and ±100 the full control effect
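Pol eta at 10 nM preincubated with compounds 15 min at room temperature; reaction started with fluorescent substrate (50 nM final) and read kinetically at 0 and 10 min.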
Anesthetic bind = candidate novel general anesthetic via apoferritin binding; Potency, µM (highest dose often 77.5 µM), without a hit: top-dose activity change, negative = displacement, hits mostly inhibitors; apoferritin/1-aminoanthracene competitive binding, fluorescence; P02791; actives 0.074% (n = 350,000); further: on the % scale 0 is the no-effect control and ±100 the full control effect; nearly all actives have a fitted effect of over 20% in size
Target sequence (P02791 2-175 limits assumed): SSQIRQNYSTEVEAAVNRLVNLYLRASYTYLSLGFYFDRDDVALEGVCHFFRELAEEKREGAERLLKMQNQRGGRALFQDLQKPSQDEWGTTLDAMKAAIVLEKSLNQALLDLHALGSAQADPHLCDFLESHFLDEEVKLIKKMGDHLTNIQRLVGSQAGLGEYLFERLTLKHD
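Apoferritin-based anesthetic binding model; compound displacement of fluorescent 1-AMA measured as endpoint fluorescence after 10 minutes at room temperature, scaled to free-ligand and complex controls.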
BAZ2B block = blocks human BAZ2B; Q9UIF8; AlphaScreen BAZ2B-H3K14Ac peptide displacement; Potency, µM (highest dose often 114 µM), for the others: at the highest dose activity change, negative = inhibition, actives largely listed as inhibitors; actives 4.4% (n = 360,000); AID 504333; further: on the % scale 0 is the no-effect control and ±100 the full control effect; nearly all actives have a fitted effect of over 60% in size
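Multi-concentration screen (max 110 uM) measuring displacement of acetylated histone H3 peptide from BAZ2B by AlphaScreen, using 50 nM protein, 50 nM peptide and 10 ug/mL streptavidin donor plus Ni-chelate acceptor beads.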
POLK inh = inhibitors of human DNA polymerase kappa; Q9UBT6; purified Pol kappa, fluorescent DNA synthesis assay, 10 min; Potency, µM (top dose mostly 107 µM), for inactives: at the highest dose activity, negative = inhibition, most hits filed as inhibitors; actives 0.53% (n = 400,000); further: on the % scale 0 is the no-effect control and ±100 the full control effect
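First, compounds were pin-transferred onto 10 nM Pol kappa. After 15 min at room temperature, substrate was added to 50 nM final. Fluorescence was then measured kinetically at 0 and 10 min.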
APE1 inh = inhibitors of human APE1 endonuclease | P27695 | recombinant APE1, TAMRA/BHQ-2 abasic DNA cleavage fluorescence | Potency, µM (highest dose often 65.8 µM), without a hit: top-dose activity change, negative = inhibition, most hits filed as inhibitors | actives 0.35% (n = 350,000) | AID 2517;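 further: plate controls were vehicle for no effect and reference inhibitor for full effect; nearly all actives have a fitted effect of over 55% in size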
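Incision of a quenched TAMRA/BHQ-2 THF abasic-site duplex (50 nM) by 0.75 nM APE1, after 15 min compound preincubation, measured as fluorescence increase over three 60 s reads. Values normalized to buffer, DMSO and NSC13755 control wells.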
POLB inh = DNA polymerase beta (human) inhibition; actives 1.3% (n = 340,000); Potency, µM (titrated, usually from 114 µM), without a hit: at the highest dose activity change, negative = inhibition, most hits filed as inhibitors; Pol beta primer extension/strand displacement, fluorescence kinetic; further: on the % scale 0 is the no-effect control and ±100 the full control effect
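Preincubation: enzyme (10 nM) with compound, 15 min, RT. Reaction: substrate added to 50 nM final. Reads: 0 and 10 min. Analysis: normalized, Hill fit.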
POLI inh = DNA polymerase iota (human) inhibition. Pol iota fluorescent replication assay, 10 min. Potency, µM (doses to about 115 µM), inactives show at the top dose activity, negative = inhibition, usual class: inhibitors. actives 1% (n = 390,000)
Target sequence (Q9UNA4 whole entry, looked up): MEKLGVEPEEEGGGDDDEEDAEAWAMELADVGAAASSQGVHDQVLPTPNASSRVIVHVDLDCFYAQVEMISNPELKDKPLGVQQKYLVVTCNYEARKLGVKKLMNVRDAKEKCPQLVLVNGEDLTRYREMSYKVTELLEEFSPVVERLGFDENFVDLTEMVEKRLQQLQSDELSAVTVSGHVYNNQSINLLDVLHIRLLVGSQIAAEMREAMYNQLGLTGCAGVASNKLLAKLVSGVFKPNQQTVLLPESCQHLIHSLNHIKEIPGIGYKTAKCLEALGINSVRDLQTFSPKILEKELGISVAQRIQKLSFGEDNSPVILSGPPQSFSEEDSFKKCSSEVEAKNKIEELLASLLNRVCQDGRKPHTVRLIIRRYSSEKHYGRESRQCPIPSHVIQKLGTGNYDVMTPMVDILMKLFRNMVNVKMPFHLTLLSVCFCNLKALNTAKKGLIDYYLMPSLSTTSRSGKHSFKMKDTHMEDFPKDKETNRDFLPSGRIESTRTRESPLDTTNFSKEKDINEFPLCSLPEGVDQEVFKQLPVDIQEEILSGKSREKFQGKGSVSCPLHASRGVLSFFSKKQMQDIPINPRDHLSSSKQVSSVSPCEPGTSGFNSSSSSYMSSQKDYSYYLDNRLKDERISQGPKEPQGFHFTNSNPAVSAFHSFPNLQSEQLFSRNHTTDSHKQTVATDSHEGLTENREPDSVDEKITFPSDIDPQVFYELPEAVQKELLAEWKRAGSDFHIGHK
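Fluorescent replication assay read twice, at 0 min and 10 min after adding 50 nM (final) substrate. Enzyme (10 nM) and compounds were first incubated 15 min at room temperature; enzyme-free buffer wells were negative controls.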
G9a block = inhibitors of human histone lysine methyltransferase G9a | Q96KQ7 | G9a H3K9 monomethylation, AlphaScreen, 2 h | Potency, µM (top dose mostly 102 µM), without a hit: at the highest dose activity, negative = inhibition, actives largely listed as inhibitors | actives 8.8% (n = 350,000) | AID 504332; further: on the % scale 0 is the no-effect control and ±100 the full control effect; nearly all actives have a fitted effect of over 75% in size
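Enzyme 20 nM + cpd, 15 min RT; add b-H3K9 pep 500 nM / SAM 20 uM; 2 h RT; anti-H3K9me1 Ab 0.5 ug/mL + SA donor / anti-rabbit acceptor beads 20 ug/mL each, 10 min; AlphaScreen read.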
BLM inh = Bloom syndrome helicase (human) inhibition; AID 2528; recombinant BLM DNA unwinding, fluorescence dequenching; Potency, µM (doses to about 56.1 µM), without a hit: at the highest dose activity change, negative = inhibition, most hits filed as inhibitors; actives 0.2% (n = 350,000); P54132;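 further: plate controls were vehicle for no effect and no enzyme for full effect; nearly all actives have a fitted effect of over 35% in size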
Starred values were filed as active, the others as inactive; ? = inconclusive; nt = no result given; [ ] = remark or other dose. The call rests on the fitted dose curve; in most records, active means well fitted curve in the direction sought with a large enough effect; inconclusive means small, poorly fitted or top-dose-only effect, or another doubt; inactive means no such curve, though single readings can be large; an effect the other way counts as inactive or inconclusive. Potency means the concentration at half of the fitted maximal effect.

Short forms – A = POLH inh; B = Anesthetic bind; C = BAZ2B block; D = POLK inh; E = APE1 inh; F = POLB inh; G = POLI inh; H = G9a block; I = BLM inh
CCC(C)c1ccc(NC(=S)NCc2cccs2)cc1 (centres undefined)
  A: -17%; B: -8%; C: -6%; D: 4%; E: -4%; F: 0%; G: 7%; H: 17%; I: -14%

COc1ccc(OC)c(CN2CCC(C(=O)N3CCOCC3)CC2)c1
  A: -15%; B: 0%; C: ?; D: -6%; E: 5%; F: -4%; G: -1%; H: 10µM*; I: 3%

COc1cccc(/C=C2\SC(=S)N(N3CCOCC3)C2=O)c1OC
  A: -11%; B: 7%; C: 18µM*; D: -5%; E: -4%; F: 2%; G: 7%; H: ?; I: -2%

Cc1ccc(C(=O)NC(=S)NNC(=O)CC#N)cc1
  A: -15%; B: -4%; C: -26%; D: -33%; E: -1%; F: -18%; G: 80%[activator]; H: 8.9µM*; I: 2%

CCCn1cnc2c(oc3ccccc32)c1=O
  A: 0%; B: -4%; C: 6%; D: 0%; E: 37%; F: 24%; G: 130%[activator]; H: ?; I: -2%

N=c1c(C(=O)NCc2ccc3c(c2)OCO3)cc2c(=O)n3ccccc3nc2n1Cc1cccnc1
  A: ?; B: ?; C: -23%; D: -20%; E: -2%; F: 40µM*; G: 40µM*; H: 3%[59 µM]; I: 1%

CC1=CC=CC2=NC(=O)CC(C)(C(=O)O)N12 (centres undefined)
  A: -14%; B: -3%; C: 3%; D: -13%; E: -10%; F: ?; G: 141%[activator]; H: 0%; I: -2%

O=C(OCC(=O)N1CCN(C(=O)c2ccco2)CC1)c1cn(-c2ccccc2)nc1-c1ccccc1
  A: -18%; B: 4%; C: -10%; D: 0%; E: -1%; F: -16%; G: -10%; H: -3%[59 µM]; I: -9%

CN(C)C(CNc1ccc([N+](=O)[O-])cc1C#N)c1ccccc1 (centres undefined)
  A: -22%; B: -20%; C: -1%; D: -24%; E: 14%; F: -9%; G: 70%[activator]; H: ?; I: -12%

COc1ccc(C2=NS(=O)(=O)N(C)C(C(=O)Nc3ccc(OC)c(OC)c3)=C2)cc1
  A: -21%; B: ?; C: ?; D: -5%; E: -3%; F: 4%; G: 3%; H: 35µM*; I: -12%

O=C(/C=C/c1ccccc1Cl)c1ccc[nH]1
  A: -5%; B: ?; C: -36%; D: -15%; E: -4%; F: 21%; G: 11%; H: 5%; I: 0%

CC(C)(C)c1ccc(S(=O)(=O)/N=C2\C=C(NS(=O)(=O)c3ccccc3)C(=O)c3ccccc32)cc1
  A: 79µM*; B: -11%; C: 28µM*; D: -12%; E: 16%; F: ?; G: ?; H: 10µM*; I: -18%

O=C(C(=O)N1CCN(c2ccc(F)cc2)CC1)c1cn(CC(=O)N2CCOCC2)c2ccccc12
  A: -10%; B: -13%; C: -20%; D: -6%; E: 14%; F: -1%; G: -26%; H: 25%; I: 0%

N#CCSc1nc2[nH]ncc2c(=O)n1-c1ccccc1Br
  A: -6%; B: nt; C: 30%[activator]; D: 5%; E: 4%; F: 25%; G: -4%; H: 7%[59 µM]; I: -1%

CCOC(=O)C1CCN(S(=O)(=O)c2ccc(OC)c(OC)c2)CC1
  A: 6%; B: -14%; C: -1%; D: -3%; E: 0%; F: 6%; G: 21%; H: -1%[59 µM]; I: -1%

Part of the list above in a different format:
structure	POLH inh	Anesthetic bind	BAZ2B block	POLK inh	APE1 inh	POLB inh	POLI inh	G9a block	BLM inh
N=c1c(C(=O)NCc2ccc3c(c2)OCO3)cc2c(=O)n3ccccc3nc2n1Cc1cccnc1	?	?	-23%	-20%	-2%	40µM*	40µM*	3%[59 µM]	1%
CC1=CC=CC2=NC(=O)CC(C)(C(=O)O)N12 (centres undefined)	-14%	-3%	3%	-13%	-10%	?	141%[activator]	0%	-2%

The list continues:
Short forms – A = POLH inh; B = Anesthetic bind; C = BAZ2B block; D = POLK inh; E = APE1 inh; F = POLB inh; G = POLI inh; H = G9a block; I = BLM inh
O=C(Nc1ncn[nH]1)c1ccc(Cl)cc1Cl
  A: -9%; B: 2%; C: 50µM*; D: -4%; E: -9%; F: 8%; G: 123%[activator]; H: ?; I: -2%

O=C(CSCc1nc2ccccc2[nH]1)Nc1ccc2ccccc2c1
  A: 4%; B: ?; C: 10%; D: -11%; E: 11%; F: -2%; G: -2%; H: ?; I: -6%

CCOc1ccc2nc(NC(=O)c3ccoc3C)sc2c1
  A: -16%; B: ?; C: 25%; D: -4%; E: -8%; F: -21%; G: ?; H: 42%[activator][59 µM]; I: -11%

Cc1ccc(CNCC(=O)Nc2ccc(N3CCOCC3)cc2)cc1
  A: 3%; B: -7%; C: 35µM*; D: -13%; E: -6%; F: 4%; G: 22%; H: nt; I: -1%

NS(=O)(=O)c1ccc(NC(=O)Nc2ccc(Cl)cc2)cc1
  A: -1%; B: -3%; C: 3%; D: -8%; E: -7%; F: 11%; G: 5%; H: 15%; I: -2%

COc1ccc([C@H]2CC(=O)C=C(c3ccc(OC(F)(F)F)cc3)C2)cc1OC
  A: ?; B: nt; C: -30%; D: -6%; E: -15%; F: nt; G: 28%; H: -10%[2.33 µM]; I: nt

Cc1ccc(S(=O)(=O)CCC(=O)OCC(=O)NCC(=O)Nc2c(C)cc(C)cc2C)cc1
  A: 6%; B: nt; C: 7%; D: -2%; E: 5%; F: nt; G: 9%; H: -42%[2.33 µM]; I: nt

O=C(c1n[nH]c(=O)c2ccccc12)N1CCN(C2c3ccccc3-c3ccccc32)CC1
  A: -11%; B: -21%; C: -7%; D: -7%; E: -5%; F: 20%; G: 8%; H: 7%; I: 0%

Cc1ccc(NC(=O)CCc2nc3ccccc3s2)c(O)c1
  A: -4%; B: -8%; C: -1%; D: -11%; E: -4%; F: -17%; G: -10%; H: 0%; I: -8%

COc1ccc(C(=O)NCCSc2ccccc2)cc1
  A: -14%; B: -10%; C: -6%; D: -9%; E: 1%; F: 3%; G: 9%; H: 17%[59 µM]; I: 0%

Cc1ccc2c(c1)N(CC(=O)NCCC1=CCCCC1)C(=O)c1cccnc1O2
  A: -11%; B: -20%; C: ?; D: -3%; E: 5%; F: 34%; G: -2%; H: nt; I: -6%

COc1cccc(/C=N/Nc2nc(C)cc(=O)[nH]2)c1OC
  A: -8%; B: -17%; C: -36%; D: 12%; E: -18%; F: 37%; G: 16%; H: 14%; I: 3%

COc1ccc(C2C(=O)N(C3CCCCC3)CC(=O)N2C2CCCC2)cc1 (centres undefined)
  A: -2%; B: -10%; C: -3%; D: -24%; E: 2%; F: -2%; G: -19%[58.9 µM]; H: 3%; I: -1%

COCCCNC(=O)c1sc2nc(C)c(C(=O)Nc3ccc(C)cc3C)c(-c3ccc(Cl)cc3)c2c1N
  A: -26%; B: 117%[activator]; C: 16%; D: -21%; E: nt; F: 1%; G: 15%; H: -2%[59 µM]; I: -8%

CCCCC(=O)N/N=C(\C)c1cccc(NC(=O)C2CC2)c1
  A: -11%; B: -1%; C: 10%; D: -14%; E: 13%; F: 4%; G: 37%[activator]; H: 14%; I: 0%

CC(C)(C)N/N=C/c1cc(Cl)cc([N+](=O)[O-])c1O
  A: ?; B: -9%; C: ?; D: -9%; E: 0%; F: 35µM*; G: -1%; H: -1%[59 µM]; I: 3%

CC1CN(C(=O)N2CCCCC2)CCN1C(=O)N1CCCCC1 (centres undefined)
  A: 3%; B: -2%; C: -15%; D: -16%; E: 0%; F: 2%; G: 17%; H: 1%; I: -4%

O=C(COC(=O)c1ccc([N+](=O)[O-])o1)Nc1ccc(F)cc1
  A: -13%; B: nt; C: nt; D: ?; E: -44%; F: nt; G: 4%; H: nt; I: nt

N/C(=N\OC(=O)Cc1ccccc1[N+](=O)[O-])c1cccnc1
  A: -19%; B: -17%; C: -13%; D: -15%; E: -2%; F: 11%; G: 93%[activator]; H: -5%; I: -2%

Cc1cccc(NNC(=O)C2CCC2)c1
  A: -7%; B: -3%; C: 1%; D: 3%; E: -5%; F: 2%; G: ?; H: 32µM*; I: -1%

Cc1nn(CC(=O)Nc2ccccn2)c(C)c1[N+](=O)[O-]
  A: -16%; B: -5%; C: 3%; D: -8%; E: 12%; F: 10%; G: 30%; H: ?; I: -2%

Cc1cc(N2CCN(C)CC2)nc2ccc(NC(=S)N3CCN(c4ccc(Cl)cc4)CC3)cc12
  A: -8%; B: 35%[activator]; C: -29%; D: -21%; E: 1%; F: -6%; G: 60%[activator]; H: 40µM*; I: ?

S=C(Nc1cccnc1)N1CCN(c2ccccc2Cl)CC1
  A: -10%; B: 1%; C: ?; D: -11%; E: 6%; F: 8%; G: 144%[activator]; H: 16%; I: -3%

Cc1noc(C)c1COc1ccccc1C(=O)NCCOc1ccccc1F
  A: -1%; B: nt; C: 4%; D: -4%; E: 15%; F: nt; G: 9%; H: 14%[12.7 µM]; I: nt

Cc1ccc(CCNC(=O)C23CN(Cc4ccccc4)CC2C(c2cccc([N+](=O)[O-])c2)=NO3)cc1 (centres undefined)
  A: ?; B: -8%; C: 20%; D: -3%; E: -2%; F: 1%; G: 31%[activator]; H: ?; I: -1%

COc1ccc(C2/C(=C(/O)c3ccc4c(c3)CC(C)O4)C(=O)C(=O)N2Cc2ccncc2)cc1 (centres undefined)
  A: -15%; B: -5%; C: -34%; D: -5%; E: -4%; F: 18%; G: 64%[activator]; H: nt; I: 1%

CCN(CC(=O)Nc1ccccc1C(F)(F)F)C(=O)C1CSC2(C)CCC(=O)N12 (centres undefined)
  A: -18%; B: nt; C: 8%; D: 2%; E: 18%; F: nt; G: 36%[activator]; H: 6%[12.7 µM]; I: nt

COc1ccc(N2CCN(C(CNC(=O)C(=O)NCc3ccc(C)cc3)c3cccnc3)CC2)cc1 (centres undefined)
  A: -8%; B: -14%; C: -16%; D: 4%; E: nt; F: 9%; G: 17%; H: -1%[59 µM]; I: -2%

Cn1c(CN2CCOCC2)nnc1SCc1ccccc1
  A: -3%; B: -4%; C: -4%; D: 3%; E: 1%; F: 38%; G: 31%[activator]; H: 23%; I: -2%

Individual results from above:
Reading for CCN(CC(=O)Nc1ccccc1C(F)(F)F)C(=O)C1CSC2(C)CCC(=O)N12 (centres undefined) in POLK inh: 2%
Reading for N/C(=N\OC(=O)Cc1ccccc1[N+](=O)[O-])c1cccnc1 in POLK inh: -15%
Reading for Cn1c(CN2CCOCC2)nnc1SCc1ccccc1 in APE1 inh: 1%

Assay outcomes from PubChem.

This is a subset, so the mix of outcomes need not match the whole.
